FBW7 activator: FBW7 E3 ligase activators, primary screen, biochemical, AlphaScreen, human. AlphaScreen FBW7–phospho-cyclin E peptide binding, activator screen. AID 1259310, 2017. 0.13% of 650,000 active. normalized activity (activation), % at 26.1 µM; in the data active means normalized activity above about 1.9%;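 further: purified mutant Fbw7 with reduced substrate affinity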
GPR151 ag: activators of human GPR151, primary screen, cell-based, PathHunter beta-arrestin, luminescence; 1% of 650,000 active; activation, % at 11.2 µM; G-protein coupled receptor 151 (Homo sapiens), Q8TDV0; PathHunter beta-arrestin GPR151 cells; in the data active means activation above about 4.9%;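 further: 0% = median of compound wells and 100% = cells with positive control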
Target sequence (Q8TDV0 whole entry, looked up): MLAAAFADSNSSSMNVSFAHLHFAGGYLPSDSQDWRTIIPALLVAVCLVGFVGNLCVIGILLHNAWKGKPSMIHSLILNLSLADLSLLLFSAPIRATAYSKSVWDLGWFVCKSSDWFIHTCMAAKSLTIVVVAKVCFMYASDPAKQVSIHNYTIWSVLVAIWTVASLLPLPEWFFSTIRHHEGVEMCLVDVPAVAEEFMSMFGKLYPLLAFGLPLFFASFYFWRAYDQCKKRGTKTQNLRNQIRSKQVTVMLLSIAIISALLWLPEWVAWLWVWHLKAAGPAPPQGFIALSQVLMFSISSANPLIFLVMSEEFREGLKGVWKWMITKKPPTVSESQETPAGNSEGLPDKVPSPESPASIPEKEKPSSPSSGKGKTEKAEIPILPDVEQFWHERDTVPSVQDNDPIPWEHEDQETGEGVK
MITF primary: MITF inhibitors, primary screen, biochemical, AlphaScreen, human. AlphaScreen MITF homodimerization, bead proximity signal. inhibition, % at 2.6 µM. Microphthalmia-associated transcription factor (Homo sapiens), O75030. 0.91% of 650,000 active; in the data active means inhibition above about 50%;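 further: 0% = vehicle wells with protein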
Target sequence (O75030 whole entry, looked up): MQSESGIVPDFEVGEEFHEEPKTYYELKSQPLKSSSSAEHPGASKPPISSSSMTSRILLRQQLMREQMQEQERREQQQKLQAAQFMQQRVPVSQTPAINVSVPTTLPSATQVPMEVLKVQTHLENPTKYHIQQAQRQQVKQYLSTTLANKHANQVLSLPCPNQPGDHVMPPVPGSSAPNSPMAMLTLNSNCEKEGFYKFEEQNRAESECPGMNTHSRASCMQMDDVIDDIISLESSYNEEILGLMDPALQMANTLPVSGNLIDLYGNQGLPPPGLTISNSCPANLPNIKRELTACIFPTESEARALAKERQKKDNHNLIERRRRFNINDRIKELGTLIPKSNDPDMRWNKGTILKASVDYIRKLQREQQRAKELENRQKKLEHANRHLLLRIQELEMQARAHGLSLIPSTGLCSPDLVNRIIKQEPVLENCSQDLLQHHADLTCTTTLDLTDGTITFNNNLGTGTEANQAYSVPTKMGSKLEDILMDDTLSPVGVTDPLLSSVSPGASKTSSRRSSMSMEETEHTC
TEAD-YAP block: TEAD-YAP interaction inhibition, primary screen, TEAD-YAP interaction inhibitor project, luminescence, HEK-TIYL cells; 1.4% of 640,000 active; AID 1259422, 2018; TEAD-Gal4/YAP UAS-luciferase luminescence; inhibition, % at 9.12 µM; in the data active means inhibition above about 32%;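 further: 0% = median of test compound wells and 100% = reference inhibitor wells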
Numbers without * were called inactive; x = no result given.

SMILES | FBW7 activator | GPR151 ag | MITF primary | TEAD-YAP block
CCN1c2ncccc2C(=O)NC12CCN(C(=O)c1cc(=O)c3cc(C)ccc3o1)CC2 | 0.1 | 2.2 | 10 | 5
COC(=O)C1CC(=O)N(c2ccccc2C)C1 (stereo unspecified) | -0.1 | -0.1 | 5 | -4
COc1ccc(C(NC(=O)c2cccnc2Cl)c2nccn2C)cc1 (stereo unspecified) | -0.1 | 3.7 | 0 | 5
CSc1nc2nc(C)cc(-c3ccccc3)n2n1 | 0.3 | 0.4 | 15 | 2
COC(=O)C[n+]1ccn2cccc2c1C | -0.1 | -0.7 | -9 | -9
O=C(O)COc1ccccc1/C=N/NC(=O)COc1ccc(-c2ccccc2)cc1 | -0.4 | 0.1 | 0 | 8
O=[N+]([O-])c1ccc2nc(-c3ccc(Cl)cc3)[nH]c2c1 | -0.1 | -1.7 | 4 | -62
CC(C)CC1=NN2C(=N)/C(=C/c3ccc(OCc4ccccc4)cc3)C(=O)N=C2S1 | -0.1 | -2.5 | -4 | -16
COc1ccc(OC)c(CN2CCC(CO)(CCOc3ccccc3)CC2)c1 | 0.2 | 4.2 | 16 | -7
CC(NC(=O)c1cccs1)C1CC2CCC1C2 (stereo unspecified) | 0.1 | -0.3 | -10 | 10
CN1C(=O)/C(=N\OC(=O)c2ccccc2F)c2ccccc21 | -0.1 | 0.2 | 7 | -3
Cc1cc(C(F)F)n2ncc(C(=O)N3CCCC(c4ncncc4-c4ccncc4)C3)c2n1 (stereo unspecified) | 0.3 | -0.5 | 14 | 14
OC1C=CSc2nc3ccccc3n21 (stereo unspecified) | 0.0 | 2.3 | 2 | 9
CCn1c(=O)cc(OCC(=O)N(C)c2cccc(Cl)c2)c2ccccc21 | 0.0 | -0.1 | 6 | 1
Cc1cccc(NC(=O)C(=O)C2C(=O)Nc3ccccc32)c1 (stereo unspecified) | 0.0 | -0.2 | -11 | -6
O=C(Cn1ccn(Cc2ccccc2)c(=O)c1=O)Nc1ccc(Br)cc1 | -0.1 | 0.0 | -8 | -13
COc1ccc(OCC(=O)Nc2c(C(=O)c3ccc(OC)cc3)oc3ccccc23)cc1 | -0.1 | -1.3 | 5 | -4
CC(CC(=O)Nc1ccc(F)c(F)c1)c1ccccc1 (stereo unspecified) | 0.0 | 0.7 | -2 | 4
CCC1CCCCN1Cc1c(C)[nH]c2ccc(OC)cc2c1=O (stereo unspecified) | -0.1 | -0.3 | 2 | -2
COCCCNc1ncnc2c1c(-c1ccccc1)cn2-c1ccc(OC)cc1 | -0.1 | 0.9 | 0 | 1
CCn1cc(CN2CCN(Cc3ccccc3C)C(CCO)C2)c(C)n1 (stereo unspecified) | 0.1 | -1.7 | -5 | -7
CCN1/C(=C\C(C)=O)Sc2ccc(OC)cc21 | 0.1 | -0.9 | 14 | 1
Cc1cc(C)c(NC(=O)CSc2nc3ccc(NC(=O)c4ccc(C(C)(C)C)cc4)cc3s2)c(C)c1 | 0.0 | 0.6 | -3 | -1
Cc1c2cnn(CC(=O)NCCc3ccccc3)c(=O)c2c(C)n1Cc1ccccc1Cl | -0.1 | -0.3 | -11 | 0
CCC(=O)NC(=S)NNC(=O)c1cccc2ccccc12 | -0.7 | 0.6 | 16 | -3

(continued)
SMILES | FBW7 activator | GPR151 ag | MITF primary | TEAD-YAP block
Cc1onc(-c2ccccc2Cl)c1C(=O)NC(CCC(N)=O)C(=O)O (stereo unspecified) | 1.8 | -1.5 | 15 | 13
COc1ccc2nc(N3CCN(C(=O)c4cc(C)n(C)n4)CC3)sc2c1 | 0.0 | 2.6 | 21 | -20
O=[N+]([O-])c1nn(-c2cccc(Cl)c2)n(O)c1=NCc1ccccn1 | -0.2 | -1.7 | 10 | -2
CCc1ccc(OC(C)c2nnc(SCC(=O)Nc3nccs3)n2C)cc1 (stereo unspecified) | 0.8 | -1.1 | 19 | 16
O=C1CCCC2=C1C(c1ccc(Cl)cc1Cl)C1=C(CCCC1=O)O2 | -0.1 | 2.8 | -9 | -6
CC1(C(=O)N(CC(=O)NC2CCCC2)C2CCCC2)CC(=O)N=C2C=CC=CN21 (stereo unspecified) | 0.0 | -0.8 | 19 | 6
CCc1cccc(C)c1NC(=O)CSc1nnc(-c2ccccc2N)n1C | -0.1 | 0.7 | 4 | 15
COc1ccc2oc(=O)c(-c3nnc(Nc4ccccc4OC)s3)cc2c1 | -0.1 | -0.2 | 7 | 10
CCOC(=O)NC(Nc1sc(CC)c(-c2ccccc2)c1C(=O)OCC)(C(=O)OCC)C(F)(F)F (stereo unspecified) | 0.0 | 0.6 | 5 | -3
O=[N+]([O-])c1ccc(N2CCN(Cc3ccc(Br)s3)CC2)cc1 | -0.1 | 2.4 | 39 | 9
CC(OC(=O)c1cc(=O)c2ccccc2o1)C(=O)Nc1ccc2c(c1)OCCO2 (stereo unspecified) | 0.2 | -2.0 | 2 | -14
CCn1nc(C(=O)Nc2ccc(-c3nnc4n3CCCCC4)cc2)c2ccccc2c1=O | 0.1 | 0.0 | 9 | -6
CC1CCC(NC(=O)c2ccc3c(c2)NC(=O)c2ccccc2N3)CC1 (stereo unspecified) | 0.1 | 0.7 | 6 | 2
COc1ccc(/C=C2\N=C(c3cccc(Cl)c3Cl)OC2=O)cc1OC(C)=O | -0.1 | -0.2 | -24 | -6
Cc1cc(C)nc(NS(=O)(=O)c2ccc(NC(=O)c3ccc4ccccc4c3)cc2)n1 | -0.2 | -1.7 | -4 | 6
CC(=O)N1CCc2c(sc(NC(=O)c3cccc([N+](=O)[O-])c3)c2C(N)=O)C1 | 0.0 | 1.1 | 5 | 6
Cn1c(C(=O)N2CCc3ccccc3C2)cc2c(=O)n3ccccc3nc21 | 0.6 | -1.8 | 0 | -6
COc1ccc(C2/C(=C(\O)c3ccccc3)C(=O)C(=O)N2c2nnc(C)s2)cc1 (stereo unspecified) | 0.0 | -1.0 | -2 | -7
COc1ccc(C(=O)N2CCN=C2SC)c(OC)c1 | 0.1 | -0.2 | -4 | -7
CCOC(=O)N1CCC(n2c(SCc3ccccc3F)nc3ccccc3c2=O)CC1 | -0.2 | 1.2 | 1 | -28
Cc1cc(NCc2ccccc2)nc(Nc2nc3ccccc3n2C)n1 | 0.0 | -0.4 | 4 | 11
CCC(C)c1ccc(OCC(=O)Nc2cccc(C(=O)O)c2)cc1 (stereo unspecified) | -0.1 | 0.5 | 2 | -22
COc1ccc(-n2nnnc2SCC(=O)NNC(=O)C(C)C)c(OC)c1 | 0.0 | 0.8 | 26 | 11
CCOc1ccc(C2NCCc3cc(OCC)c(OCC)cc32)cc1 (stereo unspecified) | 0.0 | 0.4 | -18 | 3
CN1CCc2c(sc(NC(=O)Cc3ccccc3)c2C(N)=O)C1 | 0.6 | -1.6 | 5 | 0

Only MITF primary and FBW7 activator, for some of the entries so far:
SMILES	MITF primary	FBW7 activator
Cc1cc(C(F)F)n2ncc(C(=O)N3CCCC(c4ncncc4-c4ccncc4)C3)c2n1 (stereo unspecified)	14	0.3
COC(=O)C[n+]1ccn2cccc2c1C	-9	-0.1
CSc1nc2nc(C)cc(-c3ccccc3)n2n1	15	0.3
CC(CC(=O)Nc1ccc(F)c(F)c1)c1ccccc1 (stereo unspecified)	-2	0.0
COc1ccc(OCC(=O)Nc2c(C(=O)c3ccc(OC)cc3)oc3ccccc23)cc1	5	-0.1

Next results.
SMILES | FBW7 activator | GPR151 ag | MITF primary | TEAD-YAP block
O=C(NCCN1CCCCC1)/C(=C/c1cccnc1)NC(=O)c1ccccc1 | 0.0 | -0.8 | -6 | -9
CC(=O)OC[C@H]1O[C@H](C#Cc2ccc(Br)cc2)C=C[C@@H]1OC(C)=O | -0.2 | 0.0 | -15 | x
CC(=O)NC(Cc1ccccc1C)C(=O)NC1CCN(C(=O)c2cccc(C)c2)CC1 (stereo unspecified) | 0.1 | -0.4 | 8 | 8
Cc1cccc(-n2cc(-c3ccccc3)c3c(NCCCN4CCOCC4)ncnc32)c1 | -0.1 | -0.8 | 4 | 11
Cc1noc(C)c1C(=O)NCCc1c(C)[nH]c2ccccc12 | -0.1 | 0.1 | 0 | 8
CCOc1ccc(S(=O)(=O)N(CC(=O)Nc2ccc(C)c(Cl)c2)c2ccccc2)cc1 | 0.1 | -0.4 | 14 | -2
CC1CCC(NC(=O)CCCc2nnc3n(C)c(=O)c4sccc4n23)CC1 (stereo unspecified) | 0.0 | -0.8 | 6 | -5
COC(=O)c1nc2ccc(C)cn2c1F | 0.8 | -3.1 | 10 | -36
Cc1cc(C)nc(/N=C(/NC(=O)c2ccc(Cl)cc2)Nc2ccccc2)n1 | 0.0 | 0.0 | 11 | 6
Cc1ccc(S(=O)(=O)n2c([N+](=O)[O-])cnc2C)c(C)c1 | 0.4 | 0.8 | 21 | -4
CCCOc1ccc(C(=O)NCC2COc3ccccc3O2)cc1OC (stereo unspecified) | 0.3 | 1.5 | 13 | -20
COc1ccc(C2=NN(C(=O)CSc3nnc(CNC(=O)c4ccco4)n3-c3cccc(C)c3C)C(c3ccc(F)cc3)C2)cc1 (stereo unspecified) | 0.0 | -0.2 | -7 | -10
CNC(=O)C1CN(CCS(=O)(=O)c2ccccc2)CCN1C(=O)C1CC1 (stereo unspecified) | 0.0 | -1.2 | 10 | 15
O=C(OCc1ccccc1)c1ccc2c(c1)C(=O)N(c1cccc(Cl)c1Cl)C2=O | 0.0 | 1.6 | -3 | 3
C[C@H](O)[C@H]1NC(=O)[C@@H]2C[C@H](NC(=O)c3cnn(-c4ccccc4)c3C(F)(F)F)CN2C1=O | 0.0 | 1.1 | -3 | 6
Cc1ccc(N2C(=O)CSC2c2coc3ccccc3c2=O)cc1F (stereo unspecified) | 0.3 | -0.2 | 6 | 6
NC1=NC(=O)/C(=C\c2ccc(-c3ccc(F)cc3)o2)S1 | 0.3 | -0.8 | 3 | -22
C/C(=N\Nc1nc(N2CCCC2)nc(N2CCOCC2)n1)c1cccc([N+](=O)[O-])c1 | -0.1 | 1.6 | 5 | -8
COc1ccc(-c2nc3ccccc3n2Cc2ccccc2)cc1OC | 0.0 | -0.8 | -7 | 0
COC(=O)/C=C/CSc1nnc(-c2ccc(Cl)cc2Cl)o1 | 0.0 | 1.0 | 13 | 91*
O=C(N/N=C/c1ccc([N+](=O)[O-])cc1)c1ccccc1I | 0.1 | 0.0 | 6 | 9
CCCCN(C)C(=O)CSc1nc2c(sc(=S)n2-c2ccccc2C)c(=O)n1-c1ccccc1 | 0.0 | 0.7 | 7 | 7
CCOC(=O)c1c(NC(=O)COc2ccc(Cl)cc2C)sc2c1CCC(C)C2 (stereo unspecified) | 0.2 | -1.0 | -8 | -1
CSc1cccc(C(=O)Nc2nc(-c3ccccn3)cs2)c1 | 1.1 | -1.1 | 48 | 22
CCN(CC(=O)NCc1ccc(Cl)cc1)CN1C(=O)NC2(CCC(C)CC2)C1=O (stereo unspecified) | 0.1 | -0.1 | 8 | 5

(listing goes on)
SMILES | FBW7 activator | GPR151 ag | MITF primary | TEAD-YAP block
Cc1cccc(-n2c(-c3ccc(F)cc3)cn3c4c(=O)n(C)c(=O)n(C)c4nc23)c1 | 0.0 | -0.3 | 3 | 2
CCNc1nc(C)cc(NCCc2ccc(O)cc2)n1 | -0.1 | -1.9 | -3 | 16
COc1ccc(CN2CCN(Cc3cnc(-c4ccccc4)s3)CC2CCO)cc1C (stereo unspecified) | -0.1 | 6.7* | -5 | 13
COc1cccc(N2CCN(C(=O)Nc3cccc4ccccc34)CC2)c1 | 0.3 | -1.1 | 11 | 9
CC(C)(C)C1CCc2c(sc(NC(=O)c3cc4n(n3)C(C(F)(F)F)CC(c3ccc(Br)cc3)N4)c2C#N)C1 (stereo unspecified) | -0.1 | -0.9 | 46 | -3
O=C(COc1ccc(Cl)cc1)Nc1cccc(-c2cn3ccsc3n2)c1 | -0.1 | -2.5 | -1 | -5
CCC(C(=O)Nc1ccon1)c1ccccc1 (stereo unspecified) | 0.2 | -0.2 | -4 | -15
CCOc1ccc(C(=O)Nc2ccc3nn(-c4ccccc4)nc3c2)cc1[N+](=O)[O-] | -0.2 | 1.2 | 1 | 2
N#Cc1nc(COc2ccc(Br)cc2)oc1NCCN1CCOCC1 | 0.0 | 0.2 | 6 | 9

Reformatted field by field: part of the list above.
CCC(=O)NC(=S)NNC(=O)c1cccc2ccccc12
  FBW7 activator: -0.7	GPR151 ag: 0.6	MITF primary: 16	TEAD-YAP block: -3

COc1ccc(C(NC(=O)c2cccnc2Cl)c2nccn2C)cc1 (stereo unspecified)
  FBW7 activator: -0.1	GPR151 ag: 3.7	MITF primary: 0	TEAD-YAP block: 5

Exported with each value named: 4 of the compounds above
COc1ccc(/C=C2\N=C(c3cccc(Cl)c3Cl)OC2=O)cc1OC(C)=O
- FBW7 activator = -0.1
- GPR151 ag = -0.2
- MITF primary = -24
- TEAD-YAP block = -6

Cc1cc(C)nc(NS(=O)(=O)c2ccc(NC(=O)c3ccc4ccccc4c3)cc2)n1
- FBW7 activator = -0.2
- GPR151 ag = -1.7
- MITF primary = -4
- TEAD-YAP block = 6

CC(=O)N1CCc2c(sc(NC(=O)c3cccc([N+](=O)[O-])c3)c2C(N)=O)C1
- FBW7 activator = 0.0
- GPR151 ag = 1.1
- MITF primary = 5
- TEAD-YAP block = 6

Cn1c(C(=O)N2CCc3ccccc3C2)cc2c(=O)n3ccccc3nc21
- FBW7 activator = 0.6
- GPR151 ag = -1.8
- MITF primary = 0
- TEAD-YAP block = -6

Screens deposited in PubChem BioAssay by The Scripps Research Institute Molecular Screening Center.
